Yeast superoxide: reduction of superoxide in aged yeast, primary screen, HTS; 330,000 compounds, 0.18% hits; AID 2690, 2010; superoxide response (% of plate mean), % at 10 µM; S. cerevisiae aged cells, superoxide DHE fluorescence; active compounds read low;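 active = superoxide response under a set limit, about three screen SD below normal, cut at about 65% in these data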;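 also: yeast aged for seven days with compound at 30 °C before DHE staining; 100% = average MFI of all compound-treated wells on the plate with controls excluded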
MEP2-GFP yeast: modulators of MEP2-GFP levels in yeast, primary screen, S. cerevisiae, multiplex flow cytometry, MLPCN library | S. cerevisiae MEP2-GFP strain, 3 h; 100% = DMSO control level | GFP response vs DMSO, % at 10 µM | 330,000 compounds, 0.51% hits | AID 2016, 2009;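 active = GFP response versus DMSO above a set limit, roughly screen mean plus 3 SD, cut at about 180% in these data; inconclusive = fewer than 70 cells counted for a yeast strain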;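 also: median GFP fluorescence of the barcode-gated MEP2-GFP cells per well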
VLA-4 inh: inhibition in human VLA-4 binding assay, primary screen, VLA-4 allosteric modulator project, MLPCN library, flow cytometry, VLA-4 expressing cells; 330,000 compounds, 0.2% hits; inhibition, % (about 7 µM as worked out from the volumes in the protocol); Integrin alpha-4 (Homo sapiens), P13612; ligand binding flow cytometry; in the data active = inhibition above about 50%
Target sequence (P13612 whole entry, looked up): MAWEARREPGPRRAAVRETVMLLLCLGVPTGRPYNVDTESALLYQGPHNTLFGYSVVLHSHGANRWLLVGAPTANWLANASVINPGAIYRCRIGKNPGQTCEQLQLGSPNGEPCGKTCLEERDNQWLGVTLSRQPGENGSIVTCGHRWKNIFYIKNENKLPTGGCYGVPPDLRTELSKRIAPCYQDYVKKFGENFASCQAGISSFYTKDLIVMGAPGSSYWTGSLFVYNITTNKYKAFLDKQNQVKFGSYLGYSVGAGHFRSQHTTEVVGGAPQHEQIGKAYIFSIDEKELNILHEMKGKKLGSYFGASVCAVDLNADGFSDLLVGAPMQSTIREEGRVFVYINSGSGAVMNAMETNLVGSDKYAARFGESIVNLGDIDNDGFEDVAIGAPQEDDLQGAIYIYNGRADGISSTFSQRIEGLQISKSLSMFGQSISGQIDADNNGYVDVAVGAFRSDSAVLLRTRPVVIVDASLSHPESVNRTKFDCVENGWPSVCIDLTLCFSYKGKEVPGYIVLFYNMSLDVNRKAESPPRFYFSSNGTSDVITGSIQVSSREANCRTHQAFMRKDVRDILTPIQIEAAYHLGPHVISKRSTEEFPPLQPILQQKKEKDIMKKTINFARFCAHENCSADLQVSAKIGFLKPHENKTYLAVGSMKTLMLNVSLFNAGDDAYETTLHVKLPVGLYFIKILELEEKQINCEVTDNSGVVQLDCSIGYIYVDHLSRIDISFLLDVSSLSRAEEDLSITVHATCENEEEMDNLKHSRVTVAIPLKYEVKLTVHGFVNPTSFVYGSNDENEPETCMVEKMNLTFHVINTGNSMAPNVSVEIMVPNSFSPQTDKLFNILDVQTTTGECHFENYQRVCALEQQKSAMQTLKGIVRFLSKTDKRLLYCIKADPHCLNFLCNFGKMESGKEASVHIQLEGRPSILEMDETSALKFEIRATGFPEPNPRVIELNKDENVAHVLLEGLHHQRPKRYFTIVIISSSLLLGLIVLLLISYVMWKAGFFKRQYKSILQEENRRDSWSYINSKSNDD
LAP4-GFP MLPCN: modulators of LAP4-GFP expression in yeast, primary screen, S. cerevisiae, multiplex flow cytometry, MLPCN library | 3 h; median GFP as percent of DMSO wells | GFP response vs DMSO, % at 10 µM | 320,000 compounds, 0.34% hits | AID 2023, 2009;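 active = GFP response vs DMSO above a set limit, about the screen mean plus 3 SD, cut at about 150% in these data; inconclusive = under 70 cell events counted for the yeast strain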
AGP1 TOR yeast: modulators of AGP1-GFP expression in yeast TOR pathway, primary screen, cell-based, multiplex flow cytometry, S. cerevisiae, MLPCN library. 3 h; GFP as percent of DMSO wells. GFP response vs DMSO, % at 10 µM. 320,000 compounds, 0.02% hits;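 active = GFP response relative to DMSO above a set limit, near screen average plus 3 SD, cut at about 150% in these data; inconclusive = fewer than 70 cells counted for the yeast strain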;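 also: median GFP channel fluorescence of the gated AGP1 strain per well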
GRK2 aptamer HTS: compounds blocking aptamer binding on GRK2 – biochemical, human GRK2, bead flow cytometry, HTS, primary screen. 330,000 compounds, 0.59% hits. AID 488847, 2010. FAM-aptamer displacement from GRK2. inhibition of aptamer binding, % at 10 µM. Beta-adrenergic receptor kinase 1 (Homo sapiens), P25098;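 active = inhibition of aptamer binding above 40%, roughly 3 SD of noise, on plates passing a quality check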;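 also: median bead fluorescence of bound FAM aptamer so fluorescent compounds give negative values; no value below 0 was filed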
RPL19A-GFP yeast: RPL19A-GFP expression modulators in yeast, primary screen, cell-based, S. cerevisiae, multiplex flow cytometry, MLPCN | S. cerevisiae RPL19A-GFP strain, 3 h; active compounds read low | 330,000 compounds, 0.3% hits | percent response vs DMSO, % at 10 µM;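 active = percent response vs DMSO below 50%; inconclusive = fewer than 70 events counted for the yeast strain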;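 also: median channel GFP fluorescence of the barcoded RPL19A-GFP strain; ratio of sample median GFP to plate DMSO average so 100% = DMSO; lower means less RPL19A-GFP as with rapamycin TOR inhibition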
CIT2 TOR yeast: modulators of CIT2-GFP expression in yeast, primary screen, S. cerevisiae, GFP fusion, multiplex flow cytometry, MLPCN library. S. cerevisiae CIT2-GFP strain, 3 h; 100 means same as DMSO wells. GFP response vs DMSO, % at 10 µM. 320,000 compounds, 0.065% hits;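 active = GFP response relative to DMSO above a set limit, near the screen mean plus 3 SD, cut at about 150% in these data; inconclusive = Fewer than 70 cells measured for a yeast strain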;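 also: ratio of well median GFP fluorescence to mean of DMSO wells on the plate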
* hit, by the source's call; u = inconclusive; x = no result given; [ ] = another dose, or the depositor's remark.

SMILES | Yeast superoxide | MEP2-GFP yeast | VLA-4 inh | LAP4-GFP MLPCN | AGP1 TOR yeast | GRK2 aptamer HTS | RPL19A-GFP yeast | CIT2 TOR yeast
C[C@H](CO)N1C[C@H](C)[C@@H](CN(C)S(C)(=O)=O)Oc2ccc(NC(=O)C3CC3)cc2C1=O | 106 | 108 | -2 | 108 | 121 | 2 | 112 | 110
CCOc1ccc(N(CC(=O)NC2CCCCC2)C(=O)CCC(=O)Nc2nccs2)cc1 | 102 | 107 | -7 | 94 | 100 | 22 | 105 | 112
Cc1ccc(C2CCN(C(=S)NC3CCCCC3)C2)cc1 (stereo not drawn) | 121 | 102 | 5 | 117 | 103 | 0 | 96 | 98
COc1cccc(C(=O)Nc2ccc(C(=O)c3ccccc3)cc2)c1 | 94 | 107 | -7 | 105 | 97 | 0 | 104 | 95
CC(C)CC(=O)Nc1cccc(C(=O)Nc2ccccc2C(=O)O)c1 | 87 | 106 | 0 | 100 | 103 | 0 | 103 | 105
COc1ccccc1CNC(=O)c1cn(C)c2ccc(S(=O)(=O)N3CCCCC3)cc2c1=O | 99 | 99 | 4 | 94 | 96 | 0 | 94 | 103
CC(NC(=O)COc1ccccc1)C1COc2ccccc2O1 (stereo not drawn) | 100 | 94 | -8 | 105 | 95 | 3 | 93 | 91
O=C(c1cccc(F)c1)N1CCN(C(=O)c2nn3cccnc3c2Cl)CC1 | 101 | u | -1 | u | u | 2 | u | 93[may fluoresce red]
O=C(O)CC(NC(=O)c1sc2ccccc2c1Cl)c1ccc(OC2CCCC2)cc1 (stereo not drawn) | 92 | 98 | 6 | 99 | 98 | 3 | 94 | x
COc1ccc2oc(=N)c(-c3nnc4n3CCCCC4)cc2c1 | 88 | 105 | 33 | 99 | 112 | 0 | 104 | 104
COC(=O)C1=C(C)N(c2cc(C)cc(C)c2)/C(=C/c2ccco2)C1=O | 101 | 95 | 18 | 92 | 95 | 12 | 95 | 98
O=c1c2ccccc2nc(-c2cccs2)n1-c1ccc2ccccc2c1 | 100 | 103 | 9 | 100 | 105 | 0 | 103 | 95
CCC1=NN(C(=O)C(=O)Nc2ccc(Br)cc2)C(O)(C(F)(F)F)C1 (stereo not drawn) | 94 | 103 | 31 | 99 | 96 | 2 | 96 | 99
CC(Sc1nn(-c2ccc(Cl)cc2)c(=S)s1)C(=O)NCC1CCCO1 (stereo not drawn) | 95 | 90 | 8 | 91 | 81 | 0 | 83 | 71
CCOC(=O)CSc1nc2ccccc2n1CC(=O)NC(C)(C)C | 83 | 104 | -2 | 102 | 103 | 0 | 99 | 98
CCOc1ccc(/C=N/NC(=O)C(C)Sc2ccccn2)cc1OCC (stereo not drawn) | 91 | 105 | -3 | 98 | 105 | 0 | 104 | 100
COc1ccc(C(=O)NCCn2cc(SCC(=O)NCC3CCCO3)c3ccccc32)cc1OC (stereo not drawn) | 101 | 97 | 13 | 101 | 104 | 3 | 99 | 95
COC(=O)C1(CCSC)NC(c2ccc(O)cc2)C2C(=O)N(c3ccc4c(c3)OCCO4)C(=O)C21 (stereo not drawn) | 105 | 102 | 2 | 99 | 112 | 0 | 102 | x
CCCN(C(=O)Cc1coc2cc(OC)ccc12)C1CCS(=O)(=O)C1 (stereo not drawn) | 89 | 93 | -11 | 93 | 98 | 1 | 96 | 95
NC1=C(O)C(=O)C(c2ccccc2)O1 (stereo not drawn) | 105 | 95 | -1 | x | 96 | 0 | 89 | 87

In another format: entries from further up
Each structure is followed by: Yeast superoxide	MEP2-GFP yeast	VLA-4 inh	LAP4-GFP MLPCN	AGP1 TOR yeast	GRK2 aptamer HTS	RPL19A-GFP yeast	CIT2 TOR yeast
COC(=O)C1(CCSC)NC(c2ccc(O)cc2)C2C(=O)N(c3ccc4c(c3)OCCO4)C(=O)C21 (stereo not drawn)
 : 105	102	2	99	112	0	102	x
CCCN(C(=O)Cc1coc2cc(OC)ccc12)C1CCS(=O)(=O)C1 (stereo not drawn)
 : 89	93	-11	93	98	1	96	95
NC1=C(O)C(=O)C(c2ccccc2)O1 (stereo not drawn)
 : 105	95	-1	x	96	0	89	87

Continuation:
SMILES | Yeast superoxide | MEP2-GFP yeast | VLA-4 inh | LAP4-GFP MLPCN | AGP1 TOR yeast | GRK2 aptamer HTS | RPL19A-GFP yeast | CIT2 TOR yeast
O=C(NCCN1C(=O)S/C(=C\c2ccccc2Cl)C1=O)C1=COCCO1 | 113 | 100 | -3 | 105 | 101 | 3 | 99 | 93
O=S(=O)(Nc1ccc(-c2ccc(N3CCOCC3)nn2)cc1)c1ccc(Cl)c(Cl)c1 | 98 | 101 | -3 | 97 | 98 | 0 | 98 | 96
CCN(CC)S(=O)(=O)c1ccc(C(=O)N2CCc3ccccc32)cc1 | 115 | 102 | 2 | 99 | 95 | 1 | 104 | 97
CCN1CCCC1CNC(=O)C(NC(=O)C1CCC(C)CC1)C(C)C (stereo not drawn) | 99 | 105 | 1 | 97 | 109 | 0 | 102 | 108
Cc1nn(CC(=O)N2CCOCC2)c(=O)c2ccccc12 | 78 | 109 | -9 | 101 | 109 | 2 | 105 | 110
CN(C)S(=O)(=O)c1cccc(-c2nn(-c3ccccc3)cc2/C=C2\SC(=S)N(CC(=O)O)C2=O)c1 | 121 | 97 | -1 | 100 | 98 | 1 | 94 | 89
Cc1nc2ccccn2c1/C(O)=C1\C(=O)C(=O)N(CCCN(C)C)C1c1ccc(F)cc1 (stereo not drawn) | 98 | 107 | 38 | 100 | 101 | 0 | 99 | 95
COC(=O)c1cc(S(=O)(=O)N2CCN(C(=O)c3ccco3)CC2)cn1C | 101 | 100 | 13 | 96 | 101 | 2 | 100 | 97
O=C(O)CCCNC(=O)c1cncc(Br)c1 | 90 | 101 | 18 | 95 | 106 | 3 | 101 | 97
CCOC(=O)N1CCN(c2ccccc2OC)CC1 | 84 | 100 | -4 | 101 | 99 | 0 | 98 | 97
CC(=O)c1cccc(NC(=O)C23CC4CC(C2)CC(n2cncn2)(C4)C3)c1 | 121 | 108 | -3 | 99 | 106 | 0 | 110 | 108
COCCN(CC1CCCN(C2Cc3ccccc3C2)C1)C(=O)c1cccs1 (stereo not drawn) | 89 | 109 | 3 | 105 | 101 | 0 | 99 | 100
CC1=C(C#N)CCC(=O)N1Cc1c(F)cccc1Cl | 115 | 96 | 6 | 102 | 101 | 0 | 99 | 90
COc1ccccc1OCc1ccc(C(=O)NCc2cccnc2)o1 | 92 | 100 | -22 | 97 | 101 | 7 | 99 | 114
O=C(NC1CCCC1)C(c1ccc(F)cc1)N(C(=O)c1csnn1)C1CC1 (stereo not drawn) | 109 | 104 | 5 | 98 | 102 | 0 | 104 | 101
Cc1cc(C)n2nc(SCc3nnc(-c4ccc(F)cc4)o3)nc2n1 | 77 | 98 | 8 | 101 | 98 | 0 | 96 | 102
O=C(NCC(c1cccs1)N1CCOCC1)c1ccccc1NS(=O)(=O)c1cc([N+](=O)[O-])ccc1Cl (stereo not drawn) | 133 | 99 | 13 | 89 | 98 | 5 | 99 | 99
COc1ccc(/C=C/C(=O)Nc2ccc(OC)nc2)cc1 | 77 | 102 | 4 | 106 | 95 | 6 | 111 | 101
O=C(COc1ncnc2ccccc12)Nc1cc([N+](=O)[O-])ccc1F | 102 | 97 | 6 | 101 | 101 | 0 | 97 | 102
C=CCN1C(=O)N/C(=C/c2ccc(C)o2)C1=O | 105 | 97 | 6 | 88 | 94 | 0 | 102 | 98
O=S(=O)(Nc1cccnc1)c1ccc(Br)c2ccccc12 | 107 | 97 | 4 | 101 | 102 | 1 | 97 | 98
CCOc1cc(N2CCOCC2)c(OCC)cc1NC(=O)COC(=O)c1ccc([N+](=O)[O-])o1 | 141 | 109 | 21 | 100 | 100 | 4 | 99 | 105
CC(C)NS(=O)(=O)c1ccc(CCC(=O)NCc2ccc3c(c2)OCO3)cc1 | 103 | 101 | -24 | 99 | 101 | 3 | 98 | 100
NS(=O)(=O)c1ccc(NC(=O)CCCC(=O)O)cc1 | 97 | 113 | -2 | 105 | 131 | 0 | 113 | 102
N#CNC(=Nc1cccc(C(F)(F)F)c1)SCc1ccc(C(=O)O)cc1 | 109 | 112 | 0 | 111 | 111 | 0 | 106 | 111
N#Cc1nnn2c1nc(N)c1c(F)cccc12 | 99 | 112 | 5 | 100 | 94 | 3 | 100 | 97
CCCOc1ccc(N2C(=O)CC(N3CCN(c4ccccc4OC)CC3)C2=O)cc1 (stereo not drawn) | 112 | 97 | -20 | 99 | 98 | 1 | 96 | 104
Cc1nn(-c2ccccc2)c2c1C(c1ccc(F)cc1)C(C#N)=C(N)O2 (stereo not drawn) | 115 | 106 | x | 97 | 100 | 0 | 102 | 98
CCOC(=O)c1[nH]c(C)c(C(=O)OC(C)C(=O)Nc2ncc(Cl)cc2Cl)c1C (stereo not drawn) | 111 | 105 | -2 | 104 | 110 | 0 | 110 | 105
O=S(=O)(c1ccccc1)c1cnn(-c2ccccc2)c1-c1ccc(F)cc1 | 118 | 99 | -6 | 95 | 97 | 0 | 100 | 110
CCOC(=O)C1=C(C)N(C)C(=O)NC1c1c(O)ccc2ccccc12 (stereo not drawn) | 111 | 101 | -1 | 89 | 103 | 0 | 105 | 105
COc1ccccc1CNC(=O)COC(=O)c1nccnc1N | 94 | 105 | -8 | 101 | 100 | 0 | 108 | 94
COc1ccccc1Nc1ccc(NS(=O)(=O)c2ccc(C(C)=O)cc2)cc1 | 100 | 93 | -2 | 88 | 92 | 14 | 95 | 92

10 entries out of the list, ordered by length of the SMILES, highest first:
SMILES | Yeast superoxide | MEP2-GFP yeast | VLA-4 inh | LAP4-GFP MLPCN | AGP1 TOR yeast | GRK2 aptamer HTS | RPL19A-GFP yeast | CIT2 TOR yeast
CCOc1cc(N2CCOCC2)c(OCC)cc1NC(=O)COC(=O)c1ccc([N+](=O)[O-])o1 | 141 | 109 | 21 | 100 | 100 | 4 | 99 | 105
CCOC(=O)c1[nH]c(C)c(C(=O)OC(C)C(=O)Nc2ncc(Cl)cc2Cl)c1C (stereo not drawn) | 111 | 105 | -2 | 104 | 110 | 0 | 110 | 105
CCCOc1ccc(N2C(=O)CC(N3CCN(c4ccccc4OC)CC3)C2=O)cc1 (stereo not drawn) | 112 | 97 | -20 | 99 | 98 | 1 | 96 | 104
COc1ccccc1Nc1ccc(NS(=O)(=O)c2ccc(C(C)=O)cc2)cc1 | 100 | 93 | -2 | 88 | 92 | 14 | 95 | 92
N#CNC(=Nc1cccc(C(F)(F)F)c1)SCc1ccc(C(=O)O)cc1 | 109 | 112 | 0 | 111 | 111 | 0 | 106 | 111
CCOC(=O)C1=C(C)N(C)C(=O)NC1c1c(O)ccc2ccccc12 (stereo not drawn) | 111 | 101 | -1 | 89 | 103 | 0 | 105 | 105
O=S(=O)(Nc1cccnc1)c1ccc(Br)c2ccccc12 | 107 | 97 | 4 | 101 | 102 | 1 | 97 | 98
NS(=O)(=O)c1ccc(NC(=O)CCCC(=O)O)cc1 | 97 | 113 | -2 | 105 | 131 | 0 | 113 | 102
C=CCN1C(=O)N/C(=C/c2ccc(C)o2)C1=O | 105 | 97 | 6 | 88 | 94 | 0 | 102 | 98
N#Cc1nnn2c1nc(N)c1c(F)cccc12 | 99 | 112 | 5 | 100 | 94 | 3 | 100 | 97

From PubChem
